VHR inh color: blocks the human dual specificity phosphatase VHR1; AID 1992; 50,000 compounds, 0.7% hits; inhibition, % at 20 µM; P51452; recombinant VHR phosphatase, colorimetric substrate read-out; in the data active means inhibition above about 60%; further: some results filed as inactive read as strong as hits
Target sequence (P51452 whole entry, looked up): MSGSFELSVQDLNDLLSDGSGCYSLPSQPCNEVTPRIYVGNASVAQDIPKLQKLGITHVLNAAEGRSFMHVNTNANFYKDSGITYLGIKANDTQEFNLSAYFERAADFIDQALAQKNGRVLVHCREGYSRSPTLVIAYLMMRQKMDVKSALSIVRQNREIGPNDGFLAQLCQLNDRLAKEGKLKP
* hit, by the source's call. Not all compounds are listed. The share of hits here may be higher or lower than overall.

Screening CC(NC(=O)CN(c1ccc(Br)cc1)S(C)(=O)=O)c1ccccc1 (centres undefined) returned VHR inh color 2.
`COc1cccc(/C=C2\SC(=S)N(NC(=O)c3cccnc3)C2=O)c1` gave VHR inh color -6.
`Cc1c(NC(=O)c2cc3cc([N+](=O)[O-])ccc3oc2=O)c(=O)n(-c2ccccc2)n1C` gave VHR inh color 0.
Screening COc1ccccc1N1C(=O)c2ccc(OC)c(OC)c2C1=O returned VHR inh color -15.
`O=C(NC(NC(=S)Nc1cc(Cl)ccc1Cl)C(Cl)(Cl)Cl)c1ccccc1Cl` (centres undefined) gave VHR inh color -7.
N#CC(C#N)=Cc1cc([N+](=O)[O-])ccc1Cl was read as VHR inh color -13.
Screening Cc1ccc(C2/C(=C(\O)c3ccccc3)C(=O)C(=O)N2Cc2cccnc2)cc1 (centres undefined) returned VHR inh color -5.
For Cc1cc(C(=O)Nc2ccc(O)c(C(=O)O)c2)c(C)o1 the results were VHR inh color 22.
Cc1ccc(N2C(=O)CC(N3CCN(c4ccc(Cl)cc4)CC3)C2=O)c(C)c1 (centres undefined) was read as VHR inh color 0.
`COC(=O)c1cccc(NC(=O)CSCc2ccccc2)c1` gave VHR inh color -5.
Cc1ccc(/C=C/C(=O)Nc2nc(-c3ccccc3)cs2)cc1 was read as VHR inh color -17.
Screening COC(=O)c1ccc(COc2cc3oc(=O)c4c(c3cc2Cl)CCCC4)cc1 returned VHR inh color -4.
For O=[N+]([O-])c1cccc(S(=O)(=O)Nc2ccccc2-c2ccccc2)c1 the results were VHR inh color -27.
CN(C)c1ccc(CNC(=O)C(O)(c2ccccc2)c2ccccc2)cc1 was read as VHR inh color 0.
Screening CCOC(=O)c1c(N2C(=O)CC(Sc3ccccc3C(=O)O)C2=O)sc2c1CCCC2 (centres undefined) returned VHR inh color 90.
`CC1=[N+]([O-])C(C)(C)C(c2cccs2)=[N+]1[O-]` gave VHR inh color -4.
For CC(C)=C1C(=O)NN(c2cccc(Br)c2)C1=O the results were VHR inh color 81*.
For N#Cc1c(N2CCCCC2)ncc2cc3ccccc3nc12 the results were VHR inh color 2.
Cc1ccc(C(=O)N/C(=C\c2sccc2C)C(=O)NCC(C)C)cc1 was read as VHR inh color -23.
`CCOc1ccc(N=Nc2c(C)[nH]n(-c3nc(-c4ccccc4)cs3)c2=O)cc1` gave VHR inh color -8.
`Cc1cccc(N=C2NC(=O)/C(=C3/C(=O)N(C)c4ccccc43)S2)c1C` gave VHR inh color -7.
C/C=C/COC(=O)C1=C(C)NC(=O)NC1c1ccc(Cl)cc1Cl (centres undefined) was read as VHR inh color -27.
For COC(=O)C1=C(C(=O)OC)SC(=C2C(=S)C(C)(C)N(C(=O)c3cccc(F)c3)c3c(C)cccc32)S1 the results were VHR inh color -13.
`N#CCCn1cc(C=O)c(-c2ccc(-c3ccccc3)cc2)n1` gave VHR inh color 12.
`CCN(CC)CCSc1nc(O)c(CCC(C)C)c(=O)[nH]1` gave VHR inh color -13.
Cc1ccc(OCCCCn2ccnc2)cc1C was read as VHR inh color 1.
CCOc1cc(OCC)cc(C(=O)Nc2cc(C(=O)OC)cc(C(=O)OC)c2)c1 was read as VHR inh color -18.
Screening COc1ccc(N2CCSC2C(=O)c2ccccc2)cc1 (centres undefined) returned VHR inh color -4.
For COc1ccc(-c2nc3ccccc3c(=O)n2-c2ccccn2)cc1 the results were VHR inh color 3.
`CCOc1ccc(NC(=O)c2ccc(N3C(=O)c4cccnc4C3=O)cc2)cc1` gave VHR inh color 16.
N#CCCN1CN(c2ccc(Cl)cc2)CN/C1=N\[N+](=O)[O-] was read as VHR inh color -10.
For COc1ccc2[nH]cc(CCNC(=S)Nc3ccccc3)c2c1 the results were VHR inh color 1.
For CC(=O)C(C(C)=O)C1=C(Cl)C(=O)C(=O)c2ccccc21 the results were VHR inh color -13.
For CC(=C\c1ccccc1)/C=C1/SC(=O)N(c2ccc(Cl)cc2)C1=O the results were VHR inh color -5.
CC(=O)c1ccc(OC(=O)c2ccccc2Br)cc1 was read as VHR inh color -40.
`NCCCCNc1ccccc1[N+](=O)[O-]` gave VHR inh color 13.
Screening CCOC(=O)Nc1ccc2c(c1)N(C(=O)N1CCOCC1)c1ccccc1CC2 returned VHR inh color -16.
`Cc1ccc(N2C(=O)NC(=O)/C(=C\c3cc(C)n(C)c3C)C2=O)cc1` gave VHR inh color -13.
CC1(C)CC(=O)C2=C(C1)Nc1ccccc1NC2c1coc2ccc(Cl)cc2c1=O (centres undefined) was read as VHR inh color 13.
For Cc1ccc(NC(=O)c2cc3c(C)nn(-c4ccccc4)c3s2)cc1[N+](=O)[O-] the results were VHR inh color 6.
For O=C(C1CCCC1)N1CCN(c2ccc([N+](=O)[O-])cc2)CC1 the results were VHR inh color 28.
Screening COc1ccc([N+](=O)[O-])cc1NC(=O)CCc1ccccc1 returned VHR inh color -11.
Clc1cccc(OCCn2ccnc2)c1 was read as VHR inh color -16.
COc1ccccc1N1CCN(C2CC(=O)N(C)C2=O)CC1 (centres undefined) was read as VHR inh color -4.
Screening O=C(Nc1ccc(Nc2ccccc2)cc1)c1ccccc1I returned VHR inh color 3.
`CC(=O)NC1(c2ccccc2)CC(C)N(C)CC1C` (centres undefined) gave VHR inh color -6.
For CCN(CC)c1ccc(-c2c(C#N)c(N)nc(OC)c2C#N)cc1 the results were VHR inh color -7.
Screening O=c1/c(=C/c2cc([N+](=O)[O-])c(N3CCOCC3)cc2N2CCOCC2)sc2nc3ccccc3n12 returned VHR inh color -37.
For COc1cc(/C=N/NC(=S)Cc2ccccc2)cc(OC)c1OC the results were VHR inh color 18.
Screening O=[N+]([O-])c1cccc2c1NC(c1ccc(Cl)cc1)C1CC=CC21 (centres undefined) returned VHR inh color -7.
`Cc1ccc(/C=C2\SC(=O)N(CCC(=O)Nc3c(C)n(C)n(-c4ccccc4)c3=O)C2=O)cc1` gave VHR inh color -14.
`CCN(CC)C(=O)CSc1nc(-c2ccccc2)c(-c2ccccc2)o1` gave VHR inh color -4.
O=C1/C(=C\c2ccc(-c3ccccc3[N+](=O)[O-])o2)SC(=S)N1CCc1ccccc1 was read as VHR inh color -22.
`CN(C)CCn1c2ccccc2c2nc3ccc([N+](=O)[O-])cc3cc21` gave VHR inh color 2.
Screening CC(C)C(=O)Oc1ccc2c(=O)c(Oc3ccc(C(C)(C)C)cc3)coc2c1 returned VHR inh color -6.
For C=CCN1C(=O)/C(=C\c2ccc(N(CC)CC)cc2O)C(=O)NC1=S the results were VHR inh color 52.
Screening O=C(COc1ccc(Cl)cc1Cl)Nc1ccc(I)cc1Cl returned VHR inh color -1.
For O=c1c2c(nc3cc(-c4cccs4)[nH]n13)CCS2 the results were VHR inh color -2.
Screening O=C(/C=C/c1cccs1)Nc1nc(-c2cccs2)cs1 returned VHR inh color -2.
`CCCCCCCc1ccc(C(=O)Nc2nccs2)cc1` gave VHR inh color -46.
Screening CCOc1cc(C(=O)Nc2ccncc2)cc(OCC)c1OCC returned VHR inh color 14.
`O=C(Nc1ccc(NC(=O)c2ccc(-c3cccc(Cl)c3)o2)cc1)c1ccccc1` gave VHR inh color 6.
For O=C(CSc1ccc(Cl)cc1Cl)Nc1cccc([N+](=O)[O-])c1 the results were VHR inh color -13.
Screening c1ccc(OCc2nc(-c3cccnc3)no2)cc1 returned VHR inh color -19.
COC(=O)c1ccc(C(=O)OC)c(NC(=O)/C=C/c2ccc([N+](=O)[O-])cc2)c1 was read as VHR inh color -10.
CCc1ccc(OCC(=O)Nc2ccc(O)c(-c3nc4cc(C)ccc4o3)c2)cc1 was read as VHR inh color -15.
`CC1(C)CC2(CCO1)NN=C(c1ccccc1)S2` (centres undefined) gave VHR inh color -32.
Screening COc1cc(NC(=O)c2ccc(-c3cccc([N+](=O)[O-])c3)o2)ccc1NC(=O)c1ccco1 returned VHR inh color -8.
`CC(=O)c1cccc(NC(=O)c2ccc(N(Cc3ccc(Cl)cc3)S(C)(=O)=O)cc2)c1` gave VHR inh color -17.
Screening O=C(NCc1cccs1)NC12CC3CC(CC(C3)C1)C2 returned VHR inh color -70.
Screening O=C(c1cc2ccccc2o1)N1CCN(c2ccc([N+](=O)[O-])cc2)CC1 returned VHR inh color -8.
Screening Cc1ccc(NC(=O)/C=C/c2cccc(C(F)(F)F)c2)cc1 returned VHR inh color -2.
`O=C(NC(=S)Nc1ccc(-c2nc3ncccc3o2)cc1)c1ccco1` gave VHR inh color -6.
`COc1ccc(Oc2coc3cc(O)ccc3c2=O)cc1` gave VHR inh color -2.
O=C(O)c1ccccc1N1C(=O)C2CC=CCC2C1=O (centres undefined) was read as VHR inh color -36.

An excerpt from the list above, as a working copy:
For C=CCN1C(=O)/C(=C\c2ccc(N(CC)CC)cc2O)C(=O)NC1=S the results were VHR inh color 52.
Screening O=C(COc1ccc(Cl)cc1Cl)Nc1ccc(I)cc1Cl returned VHR inh color -1.
For O=c1c2c(nc3cc(-c4cccs4)[nH]n13)CCS2 the results were VHR inh color -2.
Screening O=C(/C=C/c1cccs1)Nc1nc(-c2cccs2)cs1 returned VHR inh color -2.
`CCCCCCCc1ccc(C(=O)Nc2nccs2)cc1` gave VHR inh color -46.
Screening CCOc1cc(C(=O)Nc2ccncc2)cc(OCC)c1OCC returned VHR inh color 14.
`O=C(Nc1ccc(NC(=O)c2ccc(-c3cccc(Cl)c3)o2)cc1)c1ccccc1` gave VHR inh color 6.
For O=C(CSc1ccc(Cl)cc1Cl)Nc1cccc([N+](=O)[O-])c1 the results were VHR inh color -13.
Screening c1ccc(OCc2nc(-c3cccnc3)no2)cc1 returned VHR inh color -19.
COC(=O)c1ccc(C(=O)OC)c(NC(=O)/C=C/c2ccc([N+](=O)[O-])cc2)c1 was read as VHR inh color -10.
CCc1ccc(OCC(=O)Nc2ccc(O)c(-c3nc4cc(C)ccc4o3)c2)cc1 was read as VHR inh color -15.
`CC1(C)CC2(CCO1)NN=C(c1ccccc1)S2` (centres undefined) gave VHR inh color -32.
Screening COc1cc(NC(=O)c2ccc(-c3cccc([N+](=O)[O-])c3)o2)ccc1NC(=O)c1ccco1 returned VHR inh color -8.
`CC(=O)c1cccc(NC(=O)c2ccc(N(Cc3ccc(Cl)cc3)S(C)(=O)=O)cc2)c1` gave VHR inh color -17.
Screening O=C(NCc1cccs1)NC12CC3CC(CC(C3)C1)C2 returned VHR inh color -70.
Screening O=C(c1cc2ccccc2o1)N1CCN(c2ccc([N+](=O)[O-])cc2)CC1 returned VHR inh color -8.
Screening Cc1ccc(NC(=O)/C=C/c2cccc(C(F)(F)F)c2)cc1 returned VHR inh color -2.

Continuation.
`CCOC(=O)CNC(=O)c1cc(OCC)c(OCC)c(OCC)c1` gave VHR inh color -29.
OCCCN=Cc1c(O)n(-c2c(Cl)cccc2Cl)c2ccccc12 was read as VHR inh color -10.
For COCCNC(=O)CN(c1cc(OC)ccc1OC)S(C)(=O)=O the results were VHR inh color -2.
Cc1ccc(C(C)(C)C)cc1C(=O)c1ccc([N+](=O)[O-])cc1 was read as VHR inh color -8.
Screening O=C(COc1ccc(Cl)cc1)N/N=C/c1ccc(I)o1 returned VHR inh color 9.
Screening CCN(CC)c1ccc(/C=C2/C(=O)NN(c3cccc(Cl)c3)C2=O)c(O)c1 returned VHR inh color 2.
Screening C/C(=N\N=C1\NC(=O)C(CC(=O)Nc2ccccc2F)S1)c1ccc(Cl)cc1 (centres undefined) returned VHR inh color 12.
O=C(COc1ccccc1)Nc1cc(-c2ccc(F)cc2)[nH]n1 was read as VHR inh color -22.
`Cc1cc(C)c(C#N)c(SCC(=O)Nc2ccc(Cl)cc2)n1` gave VHR inh color -9.
Screening CCc1ccc(-n2[nH]c(=O)c(/C=C3\C(=O)N(c4ccccc4)N=C3C)c2O)cc1 returned VHR inh color -6.
`O=S(=O)(NCCNS(=O)(=O)c1ccccc1)c1ccccc1` gave VHR inh color 3.
`COc1ccc(OC)c(C2/C(=C(\O)c3ccccc3)C(=O)C(=O)N2c2cccnc2)c1` (centres undefined) gave VHR inh color -3.
Screening CCOC(=O)C1=C(O)/C(=C/c2cccc([N+](=O)[O-])c2)SC1=Nc1cccc2ccccc12 returned VHR inh color 14.
O=C1CC(Sc2ncn[nH]2)C(=O)N1c1ccc(I)cc1 (centres undefined) was read as VHR inh color -12.
For COc1cc(/C=C2/SC(=S)N(CCC(=O)Nc3ccc(C(=O)O)cc3)C2=O)cc(OC)c1OC the results were VHR inh color 6.
COc1ccc(/C=N/n2cnnc2SCc2ccccc2)cc1 was read as VHR inh color 0.
Screening CC(=O)OCCCn1c(=O)c2cc3c(=O)n(CCCOC(C)=O)c(=O)c3cc2c1=O returned VHR inh color -15.
Screening Cc1cccc(N2C(=O)/C(=C/c3ccc(O)c(Cl)c3)C(=O)NC2=S)c1C returned VHR inh color 38.
For O=C(CCN1C(=O)c2ccccc2C1=O)Nc1ccccc1C(=O)N1CCCC1 the results were VHR inh color -19.
`COc1cc(/C=C2/C(=O)NN(c3cccc(Cl)c3)C2=O)c([N+](=O)[O-])cc1OC` gave VHR inh color 0.
`CCCCOc1cccc(C(=O)NCCNc2ccc([N+](=O)[O-])cc2)c1` gave VHR inh color 5.
Screening COc1ccc(CNC(=O)CN(c2ccc(C)cc2)S(=O)(=O)c2ccc(F)cc2)cc1 returned VHR inh color 9.
`CCc1ccc(C2NC(=O)c3c(sc4c3CCCC4)N2)cc1` (centres undefined) gave VHR inh color -9.
O=S(=O)(NCc1ccc2c(c1)OCO2)c1ccc(Br)cc1Br was read as VHR inh color 3.
For CCOc1cc(/C=N/N=C2\NC(=O)C(CC(=O)O)S2)ccc1O (centres undefined) the results were VHR inh color 7.
Screening COc1ccc(C2=Cc3cc(OC)c(OC)cc3S(=O)(=O)O2)cc1OC returned VHR inh color -4.

Some of these compounds in order of count of non-hydrogen atoms, smallest number first.
O=S(=O)(NCc1ccc2c(c1)OCO2)c1ccc(Br)cc1Br was read as VHR inh color 3.
`CCCCOc1cccc(C(=O)NCCNc2ccc([N+](=O)[O-])cc2)c1` gave VHR inh color 5.
For O=C(CCN1C(=O)c2ccccc2C1=O)Nc1ccccc1C(=O)N1CCCC1 the results were VHR inh color -19.
